RAD54 inh = inhibitors of human RAD54 branch migration | Q92698 | RAD54 Holliday junction branch migration, FAM/BHQ fluorescence | inhibition, % at 10.4 µM | 0.14% of 360,000 active | AID 602329;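 active means mean normalized replicate activity at least 40 and at least half of replicates scoring 40 or more; inconclusive means only one of the two criteria met; inactive means mean below 40 and under half of replicates reaching 40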;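 further: 0% = median of neutral control wells and 100% = median of positive control wells; inhibitors cause a drop in the FAM fluorescence signal; in these data hits start at about 50%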
E-sel inducer = induces E-selectin expression in human endothelial cells. P16581. HUVEC E-selectin immunofluorescence imaging; normalized: neutral wells 0, TNF-alpha wells 100. activation, % at 7.58 µM. 0.37% of 260,000 active. AID 686992;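 active means mean E-selectin-positive cell signal at least 10% of the positive control, reached in at least 60% of replicates, without over 20% cell loss; inconclusive means no rule given, readout overlaps actives, possibly toxicity-flagged; inactive means the rest, including those meeting only one limit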;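 further: in these data hits start at about 27%; measured in HUVEC primary endothelial cells; signal is the percent of cells scored E-selectin positive by PE staining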
Target sequence (P16581 whole entry, looked up): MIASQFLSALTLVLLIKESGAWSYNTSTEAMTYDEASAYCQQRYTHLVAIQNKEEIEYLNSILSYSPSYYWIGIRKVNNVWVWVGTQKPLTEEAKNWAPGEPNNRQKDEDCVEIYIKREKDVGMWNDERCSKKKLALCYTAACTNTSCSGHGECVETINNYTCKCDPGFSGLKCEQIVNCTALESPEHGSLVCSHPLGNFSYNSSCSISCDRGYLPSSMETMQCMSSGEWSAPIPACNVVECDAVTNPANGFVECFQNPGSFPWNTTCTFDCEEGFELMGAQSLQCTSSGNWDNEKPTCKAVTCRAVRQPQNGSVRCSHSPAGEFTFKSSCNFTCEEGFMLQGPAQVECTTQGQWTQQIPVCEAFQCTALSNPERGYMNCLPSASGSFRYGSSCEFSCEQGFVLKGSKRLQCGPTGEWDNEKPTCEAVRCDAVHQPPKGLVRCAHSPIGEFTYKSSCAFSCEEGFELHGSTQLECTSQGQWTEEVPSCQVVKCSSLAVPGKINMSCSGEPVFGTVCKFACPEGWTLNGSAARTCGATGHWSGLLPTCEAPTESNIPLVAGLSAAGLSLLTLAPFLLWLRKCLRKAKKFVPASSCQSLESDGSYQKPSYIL
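Material: HUVEC primary endothelial cells; Amount: 3,000 cells per well; Dosing: single concentration; Medium: EGM-2 growth medium on 0.1% gelatin-coated wells; Read-out basis: percent E-selectin-positive cells; Signal: immunofluorescence imaging; Control set: TNF-alpha, DMSO.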
ARNT-TACC3 inh = disrupts binding between human ARNT and TACC3. Q9Y6A5. AlphaScreen His-ARNT PAS-B/GST-TACC3 binding, luminescence; TACC3 fragment carries E629A point mutation. inhibition, % at 9.99 µM. 0.66% of 390,000 active;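 active means mean inhibition of replicates at least 50% and at least half of replicates each reaching 50%; inconclusive means half or more replicates reach 50% but mean below 50%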;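 further: 0% = complete ARNT plus TACC3 wells and 100% = ARNT alone without TACC3; many hits fall short of the cut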
esBAF inh = SWI/SNF esBAF complex inhibition | 2% of 350,000 active | mouse ES cells, Bmi1-luciferase knock-in reporter, 24 h; 100% = twice the neutral-well signal | AID 602393 | reporter increase, % at 12.5 µM; in the data active means activation above about 40%; inconclusive means no clear call, values can overlap the other calls;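 further: 0% = median of the plate's neutral control wells and 100% = double that signal; a rise in the Bmi1 reporter signal indicates esBAF inhibition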
RAD52 inh = inhibitors of human RAD52 DNA annealing | P43351 | recombinant RAD52 DNA annealing, FRET fluorescence | inhibition, % at 18.7 µM | 0.46% of 360,000 active | AID 651710;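 active means every replicate showing at least 50% inhibition; inconclusive means mean inhibition at least 50% but not in every replicate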
Target sequence (P43351 whole entry, looked up): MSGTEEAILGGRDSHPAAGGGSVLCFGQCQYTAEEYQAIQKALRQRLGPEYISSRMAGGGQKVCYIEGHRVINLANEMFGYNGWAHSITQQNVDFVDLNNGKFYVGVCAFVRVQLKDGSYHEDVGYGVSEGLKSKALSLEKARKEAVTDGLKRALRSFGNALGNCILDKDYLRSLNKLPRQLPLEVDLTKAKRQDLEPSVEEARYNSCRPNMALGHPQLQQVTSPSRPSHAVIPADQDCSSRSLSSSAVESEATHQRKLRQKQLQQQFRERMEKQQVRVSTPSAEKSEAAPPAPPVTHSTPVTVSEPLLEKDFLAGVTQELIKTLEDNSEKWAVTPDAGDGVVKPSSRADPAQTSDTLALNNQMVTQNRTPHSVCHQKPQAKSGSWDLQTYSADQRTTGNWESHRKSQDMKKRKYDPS
PglD DTNB = PglD (C. jejuni) enzyme inhibition; purified PglD enzyme, DTNB colorimetric CoA detection; inhibition, % at 12.5 µM; 0.098% of 360,000 active; in the data active means inhibition above about 16%, passing the limit was not always enough; inconclusive means no clear call, values can overlap the other calls; further: strong numbers were not always called active
CASP6 VEID inh = inhibitors of human caspase-6; inhibition, % at 12.5 µM; AID 686996; P55212; purified caspase-6, Z-VEID-R110 cleavage fluorescence; 0.53% of 350,000 active;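 active means mean inhibition across replicates at least about 35%, with every replicate also reaching that limit, limit read from the data; inconclusive means only one of the two criteria met; inactive means neither criterion met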;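 further: 0% = median of neutral control wells and 100% = no fluorescence left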
ERp5 block = blocks human ERp5 reductase activity on insulin; Q15084; ERp5 insulin aggregation, absorbance 650 nm, 90 min; inhibition, % at 9.99 µM; 0.05% of 350,000 active; AID 651711;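 active means mean replicate inhibition above about 25%, with every replicate also reaching it, limit read from the data, passing the limit was not always enough; inconclusive means only one of those two criteria met; inactive means neither criterion met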
Numbers without * were called inactive; ? = inconclusive; / = no result given; & = joins results of further samples.

SMILES	RAD54 inh	E-sel inducer	ARNT-TACC3 inh	esBAF inh	RAD52 inh	PglD DTNB	CASP6 VEID inh	ERp5 block
C[C@H](CO)N1C[C@H](C)[C@@H](CN(C)Cc2ccccc2)Oc2ccc(NC(=O)Nc3ccccc3)cc2CC1=O	10.6	/	11.6	-0.5	18.2	0.6	-0.9	6.5
Cc1cc(C)n(C(C)CC(=O)Nc2ccc(-c3ccno3)cc2)n1 (centres undefined)	-2.6	/	30.6	0.2	-31.4	1.9	-1.1	0.3
Cc1ccnc(NC(=O)Cc2c(F)cccc2Cl)c1	1.4	-0.1	4.7	-3.6	-15.4	1.7	0.0	1.8
Cc1ccc(S(=O)(=O)Nc2ccc3c(c2)C(=O)N([C@H](C)CO)C[C@H](C)[C@H](CN(C)Cc2ccncc2)O3)cc1	-27.2	0.3	-9.3	-1.1	-5.8	1.3	1.6	2.4
CN(C)c1ccc(NC(=O)COC(=O)CNC(=O)c2cccs2)cc1	4.6	/	5.8	-1.4	-5.0	2.3	-0.4	-9.3
Fc1ccc(N2CCN(c3ncnc4nc[nH]c34)CC2)cc1	-1.1	2.8	7.5	15.4	-1.2	2.7	-0.3	-4.7
Fc1ccccc1-c1n[nH]c(=S)n1CC1CCCO1 (centres undefined)	-15.6	/	-4.5	-2.7	-6.4	-1.8	0.1	9.5
CC/C(C)=N/Nc1nc2sc3c(c2c(=O)[nH]1)CC(C)(C)OC3	-7.9	/	38.4	12.3	/	0.1	/	/
Cc1noc(C)c1NC(=O)Nc1ccc2c(c1)CC(=O)N([C@H](C)CO)C[C@@H](C)[C@H](CN(C)C(=O)Nc1c(C)noc1C)O2	6.6	0.1	-3.5	-1.0	12.6	-4.5	/	7.8
C[C@@H]1CCCCO[C@@H](CN(C)C(=O)NC2CCCCC2)[C@@H](C)CN([C@H](C)CO)C(=O)c2cc(NC(=O)c3ccncc3)ccc2O1	0.9	-0.2	-1.1	-2.2	-10.5	0.3	0.0	-2.9
CC(C)CC#Cc1ccc([C@@H]2[C@H](CO)N3CCCCN(S(=O)(=O)c4ccc(F)cc4)C[C@@H]23)cc1	-1.1	-0.5	-2.0	-1.9	5.9	11.3	0.8	-0.8
C[C@H]1CN([C@@H](C)CO)C(=O)c2cc(-c3cccc(C(=O)N(C)C)c3)cnc2O[C@@H]1CN(C)S(=O)(=O)c1cccc(F)c1	-0.9	-0.2	-3.5	5.3	2.9	0.9	0.6	-2.7
C=CCN(C(=O)c1csnn1)C(C(=O)NC1CCCC1)c1c(F)cccc1Cl (centres undefined)	18.6	/	/	-3.7	-8.9	1.5	1.1	-2.3
CC(NC(=O)Nc1ccc(F)cc1F)c1ccncc1 (centres undefined)	10.8	/	-7.6	6.4	/	3.5	/	/
CO[C@@H]1CN(C)C(=O)c2cc(NC(=O)NC(C)C)ccc2OC[C@H](C)N(S(C)(=O)=O)C[C@H]1C	/	0.4	/	/	6.7	/	-0.7	2.7
CCCCn1c(N2CCCC2)nc2c1c(=O)[nH]c(=O)n2C	0.6	-0.3	4.1	14.6	13.6	-1.3	-1.1	-3.0
COc1ccc(CCNC(=O)CC(C)(C)CC2=NS(=O)(=O)c3ccccc3N2)cc1OC	0.6	/	-2.3	-3.1	-3.9	0.9	-1.7	10.0
CC(C)NC(=O)Nc1cccc2c1O[C@@H](CN(C)S(=O)(=O)c1cn(C)cn1)[C@H](C)CN([C@H](C)CO)C2=O	9.0	0.0	-3.1	-1.9	-7.5	3.1	1.4	5.5
CC(c1ccccc1)n1c(-c2ccccc2F)n[nH]c1=S (centres undefined)	-0.9	0.2	0.5	4.2	13.5	-6.6	-1.1	2.4
O=c1c2ccccc2ncn1CCCSc1ccc(Cl)cc1	0.5	/	-12.7	6.9	/	-1.7	/	/
C[C@H](CO)N1C[C@H](C)[C@@H](CN(C)CC2CCCCC2)Oc2c(NC(=O)C3CC3)cccc2C1=O	2.7&-3.9	-0.2&-0.3	2.5&-2.2	-4.7&-3.8	-3.0&-11.1	3.1&0.0	1.8&-0.6	7.4&2.6
CC1(C(=O)NS(=O)(=O)c2ccccc2)CCN1C(=O)C1(c2ccccc2)CCCC1 (centres undefined)	-9.6	0.3	/	-1.4	3.0	-2.6	-1.1	1.0
O=C(Cc1ccccc1)Nn1cnc2ccccc21	-7.4	/	-0.7	24.1	/	-1.6	/	/
CN(CCN1CCOCC1)C(=O)C1CCC(=O)N(Cc2ccc(Cl)cc2)C1 (centres undefined)	0.2	-0.2	/	-6.8	-2.2	5.2	0.6	2.7
COc1ccc(C(=O)Nn2cnnc2)cc1OC	/	9.9	16.7	/	-5.6	/	1.0	0.6
CCOc1ccc(/C=C2/Sc3ccc(C(=O)NCC4CCCO4)cc3N(C)C2=O)cc1OC (centres undefined)	6.0	/	6.8	-8.1	-14.1	-4.5	0.4	4.1
CC(C)NS(=O)(=O)c1ccc(OCC(=O)N2CCCC2)cc1	2.4	/	1.6	-5.5	/	-0.5	/	/
Cc1cc(C)nc(-n2nc(C)cc2NC(=O)CNC2CCCCC2)n1	6.2	/	-1.4	-1.3	/	5.9	/	/
C/C=C/c1ccc([C@@H]2[C@H](CO)N(CC3CCOCC3)C23CN(C(=O)COC)C3)cc1	/	0.5	/	/	-24.7	/	-3.3	2.1
Cc1noc(C)c1NC(=O)N[C@H]1CC[C@@H](CCNC(=O)C2CC2)O[C@H]1CO	2.4	-0.2	1.0	4.5	0.4	0.1	-0.7	-7.2
CCc1nnc(NC(=O)CSc2nc3c([nH]c4ccccc43)c(=O)n2CCOC)s1	5.5	0.1	-1.7	/	-10.8	-1.5	-3.5	5.6
COc1cc(C(=O)NNC(=O)Cc2ccc(S(=O)(=O)N3CCOCC3)s2)cc(OC)c1OC	5.1	0.5	-42.8	/	-9.1	0.7	-1.1	6.4
O=C(CN1CCC(O)(c2ccc3c(c2)OCO3)CC1)NC1CCCCC1	-21.7	0.0	5.1	5.1	15.5	7.7	4.8	-0.4
COc1ccccc1CNc1nc(Oc2cccc(F)c2)c2sccc2n1	0.9	-0.4	/	-11.8	-18.4	2.5	0.0	0.2
CC(=O)Nc1cc2c(cc1[N+](=O)[O-])OCCO2	5.6	/	-1.0	-0.7	1.5	6.5	-2.5	-5.7
COc1cc(NC(=O)c2cccnc2SC)cc(OC)c1OC	/	/	1.7	/	2.4	/	-0.9	3.0
CC(C)C[C@@H](CNCC(=O)[C@H](CC(C)C)NC(=O)c1[nH]cnc1C(=O)N[C@@H](C)CN)NC(=O)c1nc[nH]c1C(=O)N[C@@H](Cc1ccccc1)C(=O)O	-5.0	0.0	3.2	-6.0	-13.2	2.5	4.6	1.0
CCOC(=O)[C@@H]1[C@H]2COc3ccccc3[C@H]2N2C(=O)N(c3cccc(Cl)c3)C(=O)[C@]12C	14.4	0.0	-2.6	-9.2	-7.1	-3.1	0.4	2.4
O=C(C[C@@H]1C[C@@H]2c3cc(NC(=O)NC4CCCCC4)ccc3O[C@@H]2[C@H](CO)O1)NCc1ccncc1	-1.0	-0.2	3.2	-0.3	8.3	3.3	-0.8	-0.6
CSc1ccc(CNc2cccc3ccccc23)cc1	4.1	/	-1.3	8.1	-15.7	0.8	1.5	?
Cc1ccc(NC2=NC(c3ccc(O)cc3)n3c(nc(C)cc3=O)N2)cc1 (centres undefined)	0.2	/	1.5	1.3	/	0.8	/	/
Cc1cccc(N2CCN(S(=O)(=O)c3c(C)[nH]c(C)c3C(=O)N3CCCC3)CC2)c1C	-5.9	/	8.2	1.7	-14.5	6.1	1.0	0.9
c1ccc2c(-c3ccc4nncn4c3)cncc2c1	3.5	-0.7	/	-31.0	13.0	-2.8	-0.3	-3.6
C[C@H](CO)N1C[C@H](C)[C@@H](CN(C)S(=O)(=O)c2ccc(F)cc2)Oc2ccc(NC(=O)Nc3ccc(F)cc3)cc2CC1=O	3.2	0.5	0.4	5.6	12.1	-0.5	/	-4.5
CC(C)OCCCn1c(=NC(=O)c2ccncc2)c(C#N)cc2c(=O)n3ccccc3nc21	3.6	/	-8.6	-1.1	/	4.3	/	/
S=C(NCCCn1ccnc1)Nc1ccc(Cl)cc1Cl	/	/	6.8	/	-16.5	/	-5.6	-3.8
C[C@@H](NC(=O)C1(c2ccccc2)CCN(C(=O)OC(C)(C)C)CC1)C(=O)N[C@@H](Cc1ccccc1)C(=O)O	-6.8	/	-23.7	-5.7	-6.9	-0.4	-0.8	8.4
O=C(c1ccccc1)C(Nc1cccc([N+](=O)[O-])c1)c1ccccc1 (centres undefined)	-11.2	-0.1	3.9	-2.0	-306.4	-4.7	-3.2	-4.5
NC(=O)c1ccc(NC(=O)COC(=O)c2ccc3c(c2)OCCO3)cc1	/	/	-4.0	/	-50.0	/	0.2	11.4
CN(C)CCCNC(=O)C[C@@H]1CC[C@H](NS(=O)(=O)c2ccc(F)cc2)[C@@H](CO)O1	-15.9	0.7	-0.5	-1.3	-2.0	0.3	0.7	3.8
C[N+](C)(C)CCCN(Cc1ccc2c(c1)OCO2)C(=O)NC1CCCCC1	/	2.6	-5.4	/	-9.8	/	-4.4	5.2
COc1ccc(-n2cnc(=S)[nH]c2=S)cc1	4.0	/	-1.4	7.2	-11.3	-1.0	-0.1	-9.5
CCCC#Cc1ccc([C@@H]2[C@@H](CO)N3CCCCN(C(=O)NC4CCCC4)C[C@H]23)cc1	8.7	-0.4	1.1	-4.6	6.9	-5.8	-0.9	9.5
CCCn1cc(CN2CCC(N3CCC(C(=O)N4CCOCC4)CC3)CC2)c(C)n1	2.1	8.5	-4.0	-3.9	-13.8	-3.4	-10.9	-51.1
Cc1nn(S(=O)(=O)c2cccs2)c(C)c1Sc1ccc([N+](=O)[O-])cc1	4.9	/	5.1	-4.6	-8.5	-1.1	-0.8	-4.3
CC(=O)Nc1sc2c(c1-c1nc3ccccc3s1)CCN(C(C)C)C2	77.6*	/	-17.3	-76.1	/	-5.0	/	/
CN1/C(=C\C(=O)Nc2cccc(Cl)c2)C(C)(C)c2ccccc21	-1.5	/	/	7.5	-16.7	20.3*	1.9	1.8
COc1ccc(/C(C)=N/NC(=O)c2cc(C)[nH]n2)c(OC)c1	1.9	0.2	/	8.0	-10.7	5.2	/	1.3
O=C(C1CC1)N1N=C(c2ccc(Cl)cc2)CC1(O)C(F)(F)F (centres undefined)	11.4	1.1	-2.1	-1.8	-11.1	-4.2	-0.3	0.9
CC(=O)Nc1ccc(S(=O)(=O)Nc2nc(C)nc3sc(C)c(C)c23)cc1	-3.2	/	28.2	-4.2	-0.3	-3.1	-1.3	-5.7
CCC(=O)Nc1ccc2c(c1)C(=O)N(C)C[C@@H](OC)[C@@H](C)CN(Cc1cccnc1)[C@H](C)CO2	-0.7	0.1	-8.5	1.7	-5.8	3.4	0.1	1.1
O=C(Nc1ccccc1Cl)N1[C@@H](CO)[C@@H]2c3ccccc3NC[C@@H]21	-3.1	0.2	3.7	-1.6	-5.2	3.2	2.0	1.7

3 compounds out of the list above, sorted by their value in PglD DTNB, high to low:
structure,ARNT-TACC3 inh,esBAF inh,RAD52 inh,PglD DTNB,CASP6 VEID inh,ERp5 block
CCC(=O)Nc1ccc2c(c1)C(=O)N(C)C[C@@H](OC)[C@@H](C)CN(Cc1cccnc1)[C@H](C)CO2,-8.5,1.7,-5.8,3.4,0.1,1.1
CN(C)CCCNC(=O)C[C@@H]1CC[C@H](NS(=O)(=O)c2ccc(F)cc2)[C@@H](CO)O1,-0.5,-1.3,-2.0,0.3,0.7,3.8
O=C(c1ccccc1)C(Nc1cccc([N+](=O)[O-])c1)c1ccccc1 (centres undefined),3.9,-2.0,-306.4,-4.7,-3.2,-4.5
